# High-throughput results: PubChem BioAssay, several laboratories
# SDO1 yeast rescue: growth rescue of sdo1-depleted yeast, primary screen, S. cerevisiae, bone marrow failure model | 0.21% of 140,000 active | S. cerevisiae sdo1-depleted JHY4D growth rescue, OD600 30 h; active compounds read high; pdr5 snq2 efflux-pump mutant strain | AID 817, 2007 | z-score at 10 µM;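 active means z-score above 3 at both the 24 hr and the 30 hr optical density reads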;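 further: z-score against mean and SD of all compound wells on the same plate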
# Insulin prom inh: inhibitors of insulin promoter-driven GFP, primary screen, imaging, TRM-6 cells (human fetal islet line), eGFP reporter, cell count | reporter expression induced with tamoxifen | inhibition, % at 2 µM | 0.9% of 130,000 active | AID 1273, 2008;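 active means inhibition above the mean plus 3 SD, with well images judged a real hit on visual review, cut at about 60% in these data, passing the limit was not always enough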
# SDO1 yeast rescue Rescue 24 h: further read-out of SDO1 yeast rescue, marked with its call; z-score; S. cerevisiae sdo1-depleted JHY4D growth rescue, OD600; measured here: growth rescue at 24 h;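 0 is the plate mean of compound wells and units are plate SD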
# * = called active by the depositor; x = no result given. An excerpt (hit frequency here may not be typical).
Insulin prom inh,SDO1 yeast rescue Rescue 24 h,SDO1 yeast rescue,SMILES
-30.0,x,x,O=C(NCc1ccncc1)Nc1ccccc1F
-53.9,0.77,0.94,CN(Cc1ccccc1)C(=O)CCNS(=O)(=O)c1ccc2c(c1)oc(=O)n2C
x,-0.44,-0.24,Cc1csc(NC(=O)CCn2c(=O)sc3ccccc32)n1
30.8,-0.43,0.4,CCCCNc1nnc(CCn2nc(C)c(Br)c2C)s1
-73.7,0.09,0.87,Cc1c(NC2=NC3(CCCCC3)Cc3ccccc32)c(=O)n(C)n1-c1ccccc1
-37.5,0.86,1.31,CCn1c(SCC(=O)N/N=C/c2c[nH]c3ccccc23)nnc1-c1ccc(Cl)cc1
-14.3,x,x,COc1ccc(N2CC(C(=O)Nc3cccc(C)n3)CC2=O)cc1 (configuration not stated)
12.5,-1.18,-1.4,Cc1cc(Cl)ccc1OCCCC(=O)NO
-2.8,0.88,1.33,Cc1cc(NS(=O)(=O)c2ccc(NC(=O)C(C)Oc3ccc(Cl)cc3)cc2)no1 (configuration not stated)
-23.1,-0.27,-0.25,Cn1c(=O)[nH]c(=O)c2c1nc(NCCc1ccccc1)n2CC(O)COc1ccccc1 (configuration not stated)
36.4,0.14,-0.27,Oc1ccc(C(c2nnnn2C2CCCC2)N2CCc3ccccc3C2)cc1 (configuration not stated)
-19.4,-0.13,0.1,COc1ccc2c(c1)[nH]c1c(=O)n(CC3CCCO3)cnc12 (configuration not stated)
x,-0.77,-0.92,CCOC(=O)c1c(C2CC2)csc1NC(=O)CSCc1c(C)noc1C
x,0.29,0.89,Cc1cc(-c2ccco2)n(CC(=O)NCc2ccccc2)n1
54.3,-0.08,0.39,CCC1(C)Cc2c(c(=O)n(-c3ccccc3)c3ncnc(N)c23)CO1 (configuration not stated)
-36.7,1.29,1.22,Cc1sc2nc(CN3CCOCC3)[nH]c(=O)c2c1-c1ccccc1
-26.9,2.65,1.17,CCc1nnc(NC(=O)c2ccc(S(=O)(=O)N3CCc4ccccc4C3)cc2)s1
-6.7,-0.68,-0.78,COc1ccc2c(c1)CCc1c(C(=O)N3CCCCCC3)noc1-2
16.1,-0.77,-0.07,c1ccc2c(c1)CCOC2CNCCCN1CCCCC1 (configuration not stated)
x,-0.16,0.73,CCOC(=O)c1cc2c(nc1NC(=S)Nc1ccccc1)CC(C)(C)OC2
28.6,x,x,O=S(=O)(c1ccc(Cl)cc1)N(CCCN1CCOCC1)Cc1cccs1
x,-0.75,-0.73,Cc1ccccc1Cn1c2ccccc2c2cnn(CC(=O)N3CCN(c4ccccc4)CC3)c(=O)c21
x,-0.62,-0.94,CC1=NN(C(=O)c2ccc(Cn3ccc([N+](=O)[O-])n3)cc2)C(O)(C(F)(F)F)C1 (configuration not stated)
28.6,-0.49,0.32,CCOc1ccc(Oc2nc(C)cc(OC)n2)nn1
58.6,-1.92,-1.12,COc1ccc(C)cc1S(=O)(=O)N(CC(=O)O)c1ccc(C)cc1
2.7,-0.99,-0.74,O=C(CSc1ncccc1-c1nc2ccccc2[nH]1)N1CCc2ccccc21
7.3,-0.82,-0.37,CC(C)CCNC(=S)NC1CCCC1
-30.0,-1.19,-1.45,COc1cc(C)nc(OCCNC(=O)COc2ccc(Cl)cc2Cl)n1
9.1,1.69,1,C=CCN(c1ccc(C(=O)N2CCCC2)cc1)S(C)(=O)=O
48.1,-0.89,-0.49,O=C(NCCc1ccccc1)C(=O)Nc1nccs1
0.0,x,x,O=[N+]([O-])c1ccc2oc(-c3ccccc3)nc2c1
6.2,-0.83,0.01,O=C(O)c1ccc2c(c1)C(=O)N(c1cc(C(=O)O)ccc1Br)C2=O
7.7,-0.4,-1,O=C(/C=C/c1ccccc1)Nc1cccc(S(=O)(=O)Nc2ccccc2F)c1
-437.5,1.15,0.48,COC(=O)CSc1nc(C)c2ccc(OC)cc2n1
0.0,x,x,Cc1cc(C)c2c(=O)[nH]c(SCc3ccc([N+](=O)[O-])cc3)nc2n1
-6.7,-0.91,0.06,Cc1ccc2c(CC(=O)NCc3cccs3)coc2c1
5.0,-0.53,-0.06,CCOC(=O)C1=C(C)N(Cc2ccc(C(=O)O)cc2)C(=O)NC1c1ccc([N+](=O)[O-])cc1 (configuration not stated)
x,0.05,0.43,CCn1cc(C(=O)NCc2ccccn2)c(=O)c2cc(F)c(N3CCN(C)CC3)cc21
25.9,-0.79,-1.27,CC(C)CNC(C(=O)Nc1ccc([N+](=O)[O-])cc1Br)c1ccccc1 (configuration not stated)
40.0,x,x,COc1ccc(/C(C)=N\NC(=O)c2ccc3c(c2)OCO3)cc1OC
3.7,x,x,CCOC(=O)C1CCCN(c2c(C(=O)c3ccccc3)cnc3ccccc23)C1 (configuration not stated)
16.7,x,x,O=C(COC(=O)/C=C/c1ccco1)NCc1ccccc1Cl
-1.8,-0.92,-1.19,CNc1sc(C(=O)c2cccs2)c(N)c1-c1nc2ccccc2s1
-20.7,0.1,-0.7,Nc1nc(/C=C/c2ccc(F)cc2)nc(-c2ccccc2O)n1
x,-0.75,-0.46,Fc1ccccc1-c1nnc2c3ccccc3nc(N3CCOCC3)n12
11.4,0.7,0.1,CN(C(=O)NC(=O)C1=C(N2CCOCC2)/C(=C/c2ccccc2)CC1)S(C)(=O)=O
-12.5,-1.07,-0.79,CCOC(=O)CSC1=C(C#N)C(c2ccc(Cl)cc2)C(C(=O)OC)C(=O)N1 (configuration not stated)
-46.1,-0.33,-0.74,COc1ccccc1NC(=O)COc1ccc(CO)cc1Cl
x,-2.16,-2.97,CC(C)c1ccc(NS(=O)(=O)c2cn(C)c(=O)n(C)c2=O)cc1
43.5,-0.21,0.43,COc1ccc(-c2cnc(OC(C)(C)C)nc2OC(C)(C)C)cc1OC
6.1,1.74,1.52,O=C(C1CCCCC1)N1CCC(c2nc3ccccc3[nH]2)CC1
-16.7,1.24,2.01,Cc1ccc(S(=O)(=O)Nc2ccc3c(c2)nc(CN2CCCC2)n3C)cc1
33.3,1.3,1.34,COc1cc(C2CC(=O)c3cnc(NC(C)=O)nc3C2)cc(OC)c1OC (configuration not stated)
20.0,-0.58,0.05,C=CCc1cc(/C=C2/NC(=O)N(CC)C2=O)cc(OCC)c1OCc1ccc(C(=O)O)cc1
0.0,0.01,0.2,Cc1cc(/C=C(\C#N)C(=O)NC2CC2)c(C)[nH]1
15.8,-0.38,0.09,O=C(NCc1ccccc1)N1CCn2c(nc3ccccc32)C1
x,-0.67,-0.25,Cc1nn(C)cc1CNC(=O)C1C2CCC(O2)C1C(=O)O (configuration not stated)
x,0.15,0.3,CCCC(=O)Nc1cc(=O)n(C)c(=O)n1C
-13.3,-0.15,0.52,O=C(NCCO)C(F)(F)C(F)(F)C(F)(F)OC(F)(C(=O)NCCO)C(F)(F)F (configuration not stated)
-13.3,-0.62,-0.5,CCN(CC)S(=O)(=O)c1cc(NC(=O)COC(=O)CCC(=O)c2ccc(F)cc2)ccc1C

# Continued.
Insulin prom inh,SDO1 yeast rescue Rescue 24 h,SDO1 yeast rescue,SMILES
-41.2,-0.25,-0.45,O=C(COC(=O)c1ccc(S(=O)(=O)NCc2ccco2)cc1)Nc1ncc(Cl)cc1Cl
9.1,-0.28,0.38,Cc1ccc(-n2c(C)nc3oc4ccccc4c(=O)c3c2=O)cc1
x,-1.28,-0.39,COc1ccc(C2C(C(=O)N3CCOCC3)CCC(=O)N2c2ccc(OC)cc2)cc1 (configuration not stated)
-6.7,x,x,COc1ccc(-c2csc(Nc3ccc(S(N)(=O)=O)cc3)n2)cc1OC
x,1.1,1.42,CN1CCN(C(=O)C2CC(c3ccc(F)cc3)=NO2)CC1 (configuration not stated)
x,-0.01,0.31,CC(=O)c1ccccc1OCCCN1CCCCC1
x,-0.29,0.97,N#Cc1c(C(F)(F)F)cc(-c2cccc(Cl)c2)[nH]c1=O
x,-0.32,-1.5,C/C(=N/NC(=O)Cc1cccc2ccccc12)c1cccs1
-50.7,1.53,1.42,Cc1[nH]c(=O)[nH]c(=O)c1S(=O)(=O)N1CCN(c2cccc(Cl)c2)CC1
x,0.05,-0.55,CC(C)CCNC(=O)C(NS(=O)(=O)c1ccc2c(c1)c(=O)n(C)c(=O)n2C)c1ccccc1 (configuration not stated)
42.9,-2.09,-2.27,Cc1ccc(NC(=O)CC2S/C(=N/N=C3\CCCc4ccccc43)NC2=O)cc1 (configuration not stated)
-418.8,-1.3,-0.92,CC(C)OC(=O)NCCOC(=O)Nc1ccc(Cl)c(Cl)c1
-11.8,x,x,COc1cc(NC(=S)N2CCCC(CO)C2)cc(OC)c1 (configuration not stated)
x,-1.11,-1.85,N/C(=N\OC(=O)CCc1ccccc1)c1cccc(Br)c1
-19.5,-0.25,-0.3,Oc1ccccc1C=NCC(O)c1ccccc1 (configuration not stated)
x,-1.1,-0.38,CN(C)/C=N/c1sc2c(c1C#N)CCC2
0.0,-0.89,-0.94,COc1ccc(N2CCN(C(=O)CCCSc3nc4ccccc4[nH]3)CC2)cc1
x,1.62,0.67,COC(=O)C(C)Sc1nnc(Cc2cc(=O)[nH]c(=O)[nH]2)n1-c1cccc(OC)c1 (configuration not stated)
x,0.58,0.36,COc1cc([C@H]2[C@@H]3CCCC[C@]3(O)CCN2Cc2ccccc2F)ccc1O
-2.7,2.25,1.25,CN(C)Cc1c(O)ccc2occ(C(=O)c3ccccc3)c12
34.9,-0.66,-0.62,CCCOc1ncnc2c1[nH]c1ccccc12
28.6,-1.43,-1.14,O=c1c2c(n3nnnc3n1Cc1ccccc1)-c1ccccc1CC21CCCC1
-1.4,-0.13,0.03,C=CCn1c(NC(=O)CC)c(C(=O)OCC)sc1=S
-48.7,0.16,0.69,CCN(CC)c1nc2ccccc2c(N)c1-c1ccccc1
-28.6,-0.56,-0.51,COc1cc(/C=C/C(=O)N2CCCC2)cc(OC)c1OC
x,0.95,0.93,Cn1cnc(S(=O)(=O)N2CCc3ccccc32)c1
x,-1.56,-1.16,COc1cccc2sc(Nc3nc(C)c(C(C)=O)s3)nc12
-60.0,0.71,0.45,N#CC(c1ccccc1)N(CCCCl)C(=O)c1ccc(Br)cc1 (configuration not stated)
x,-0.1,-0.88,CC1CCCN(S(=O)(=O)c2ccc3c(c2)CCN3C(=O)C2CCC2)C1 (configuration not stated)
x,-1.03,-0.6,COC(=O)NCC(c1cccnc1)N1CCN(c2ccccc2)CC1 (configuration not stated)
-7.1,0.14,-0.43,CCCCc1ccc(S(=O)(=O)N2CCN(C(=O)c3ccco3)CC2)cc1
33.3,0.78,1.16,Cc1ccc(NS(=O)(=O)c2cc(C(=O)N3CCOCC3)ccc2C)cc1
-3.7,-0.18,-0.12,CCOc1ccccc1NC(=O)N1CCCC1C(=O)Nc1ccc(-n2cnnn2)c(C)c1 (configuration not stated)
x,0.62,0.37,Cc1c(N=Cc2ccc(Br)s2)cccc1[N+](=O)[O-]
-31.5,0.57,0.38,Cc1cc(C)n(S(=O)(=O)c2ccc(C)c(C)c2C)n1
-14.8,-0.75,0.12,COc1ccc(NC(=O)C(c2ccccc2)N(C)C(=O)c2ccc(=O)[nH]c2)cc1 (configuration not stated)
-20.7,0.87,0.37,COC(=O)/C(=C\Nc1ccccc1)NC(=O)c1ccc(Cl)cc1Cl
3.3,-0.22,-0.16,Cc1ccccc1N1CN(Cc2ccco2)CNC1=S
x,-0.76,0.33,COCCNC(=O)C(=O)NCC1OCCCN1S(=O)(=O)c1cccs1 (configuration not stated)
15.4,1.48,1.31,CCc1nnc2c(N(C)C)nc3ccccc3n12
x,-0.41,-0.21,CC1=C(C(=O)Nc2ccccn2)C(c2ccc(Br)cc2)NC(=S)N1 (configuration not stated)
x,0.28,0.14,CCOC(=O)c1ccc(NC(=O)CSc2nc3c(c(=O)n2C)SC(C)C3)cc1 (configuration not stated)
x,-0.42,-1.33,COc1ccc(OC)c2sc(N3CCCCC3)nc12
0.0,1.72,1.24,Cc1cc(N(C)NC(=S)Nc2ccccc2)nc(C)n1
x,2.09,1.41,FC(F)(F)c1nc2nncn2c2c1CCCCC2
